From PubChem BioAssay
TDP2 absorb = blocks human TDP2 phosphodiesterase activity; AID 720702; actives 0.34% (n = 370,000); recombinant TDP2, T5PNP hydrolysis, p-nitrophenol absorbance 415 nm; O95551; inhibition, % at 12.8 µM;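 active means inhibition above the mean of all tested compounds plus 3 SD, set per campaign, cut at about 25% in these data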;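 further: 0% = DMSO with enzyme and 100% = buffer with substrate but no TDP2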
Target sequence (O95551 whole entry, looked up): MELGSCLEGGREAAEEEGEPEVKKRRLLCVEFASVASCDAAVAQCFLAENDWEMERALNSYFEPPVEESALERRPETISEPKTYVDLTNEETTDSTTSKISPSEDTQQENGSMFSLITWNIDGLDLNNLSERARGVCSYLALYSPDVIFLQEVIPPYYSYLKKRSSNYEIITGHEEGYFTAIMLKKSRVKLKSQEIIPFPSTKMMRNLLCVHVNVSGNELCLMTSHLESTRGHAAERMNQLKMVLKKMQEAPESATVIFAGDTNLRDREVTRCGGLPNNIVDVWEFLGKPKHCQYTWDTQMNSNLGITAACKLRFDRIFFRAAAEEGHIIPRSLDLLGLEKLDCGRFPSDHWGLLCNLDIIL
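Read-out basis: percent inhibition. System: recombinant human TDP2. Buffer or medium: Mg2+-containing Tris-HCl buffer, pH 7.5. Repeats: single replicate. Timing: reaction 2 h, 37 °C. Benchmarks: high control without enzyme, low control DMSO plus TDP2. Probe or stimulus: 5 mM T5PNP. Doses: 12.8 µM only. Measured by: epi absorbance of p-nitrophenol freed from T5PNP by hydrolysis.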
MBD2 DNA inh = inhibitors of human MBD2 binding to methylated oligonucleotide. Q9UBB5. TR-FRET. inhibition, % at 4.4 µM. actives 0.31% (n = 370,000); in the data active means inhibition above about 13%
PRMT1 FP inh = blocks human protein arginine methyltransferase 1; Q99873; recombinant PRMT1, activity-based probe fluorescence polarization; inhibition, % at 2.79 µM; actives 1.3% (n = 370,000); AID 652257;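 active means inhibition above about 21% made by adding two undisclosed values, limit read from the data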
Target sequence (Q99873 whole entry, looked up): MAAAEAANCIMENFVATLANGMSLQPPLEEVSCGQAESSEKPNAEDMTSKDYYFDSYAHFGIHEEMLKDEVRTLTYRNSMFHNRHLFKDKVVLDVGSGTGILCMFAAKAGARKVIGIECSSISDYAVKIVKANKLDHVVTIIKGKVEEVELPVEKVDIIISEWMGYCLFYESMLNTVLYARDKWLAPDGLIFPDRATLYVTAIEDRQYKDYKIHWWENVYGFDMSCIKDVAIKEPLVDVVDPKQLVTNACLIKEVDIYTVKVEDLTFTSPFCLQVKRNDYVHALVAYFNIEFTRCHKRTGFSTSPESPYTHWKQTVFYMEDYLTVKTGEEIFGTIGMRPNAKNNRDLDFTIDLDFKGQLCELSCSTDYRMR
LEDGF integ inh = blocks HIV-1 LEDGF/p75-dependent DNA integration; TR-FRET IN-LEDGF/p75 DNA integration, Eu/Cy5; inhibition, % at 3.7 µM; actives 0.64% (n = 370,000); AID 743269;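 active means inhibition above the screen-wide mean plus 3 SD, cut at about 13% in these data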;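 further: signal is the Cy5 over europium emission ratio at 671 and 618 nm; 0% = plate median of compound wells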
TCR CD3 inh = human TCR-CD3 binding inhibition | AID 651800 | inhibition, % at 9.4 µM | TAMRA-labeled TCR probe fluorescence, biochemical | actives 0.37% (n = 360,000); in the data active means inhibition above about 19%;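 further: recombinant mutant TCR 2C K166C tagged with TAMRA read by polarization; 0% = receptor in buffer alone and 100% = receptor with positive control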
SIAE primary = inhibitors of human sialic acid acetylesterase SIAE | Q9HAT2 | SIAE FP-Rh probe binding, fluorescence polarization | actives 0.69% (n = 370,000) | inhibition, % at 9.66 µM;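 active means inhibition above a cutoff: mean of compounds within the control limits plus 3 SD of those, cut at about 17% in these data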;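 further: 0% = plate median of compound wells and 100% = probe without SIAE protein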
proKLK7 act = activates the human kallikrein-7 zymogen; actives 0.9% (n = 370,000); P49862; activation, % at 7 µM; purified proKLK7, EDANS-DABCYL substrate fluorescence; 100% is mature enzyme control, 0% vehicle;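 active means activation above the mean of all tested compounds plus 3 SD, computed per campaign excluding outliers beyond control limits, cut at about 13% in these data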
Target sequence (P49862 whole entry, looked up): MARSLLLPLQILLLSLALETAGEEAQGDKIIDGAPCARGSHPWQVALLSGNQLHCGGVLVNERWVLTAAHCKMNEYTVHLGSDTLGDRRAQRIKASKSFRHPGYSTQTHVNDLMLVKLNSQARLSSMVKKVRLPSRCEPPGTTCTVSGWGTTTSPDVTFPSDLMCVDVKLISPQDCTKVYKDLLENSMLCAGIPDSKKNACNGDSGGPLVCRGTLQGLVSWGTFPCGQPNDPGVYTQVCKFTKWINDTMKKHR
DDE Tn6 FP inh = disrupts Tn6 cyclic peptide binding to fibrin D-Dimer-E complex | Fibrin DD(E) TRITC-Tn6 fluorescence polarization displacement | P02675 | actives 0.21% (n = 370,000) | inhibition, % at 8.3 µM;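 active means inhibition above a per-campaign cutoff: mean of compounds within control limits plus 3 SD, cut at about 15% in these data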;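 further: 0% = median of all compound wells on the plate and 100% = blocking peptide control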
DDE Tn7 FP inh = disrupts Tn7 cyclic peptide binding to fibrin D-Dimer-E complex; P02675; FP displacement of FITC-Tn7 peptide from fibrin DD(E); 0% = median of compound wells per plate; inhibition, % at 8.3 µM; actives 0.13% (n = 370,000); AID 720508;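 active means inhibition above the mean of compounds falling within the control limits plus 3 SD of them, cut at about 14% in these data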;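 further: 0% = plate median of compound wells and 100% = 10 µM Aha-Tn7 peptide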
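Test system: human clot-derived fibrin DD(E) complex / Quantity: 2 µM final DD(E) protein / Incubation: 10 min plus 3 h, room temperature / Measured by: fluorescence polarization / Benchmarks: high control of 10 µM Aha-Tn7 peptide / Replicates: singlicate testing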
UHRF1 binding = blocks human UHRF1 binding to methylated DNA; Q96T88; UHRF1 binding to methylated oligo, TR-FRET; inhibition, % at 4.4 µM; actives 0.75% (n = 370,000); AID 687016; in the data active means inhibition above about 21%;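 further: UHRF1 SRA domain binding a hemimethylated CpG hairpin DNA probe; 0% = median of test compound wells and 100% = reference inhibitor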
Active calls of the source: *.

Fields – TDP2 absorb	MBD2 DNA inh	PRMT1 FP inh	LEDGF integ inh	TCR CD3 inh	SIAE primary	proKLK7 act	DDE Tn6 FP inh	DDE Tn7 FP inh	UHRF1 binding
1) COc1cccc(-n2c(N)c(C(=O)Nc3c(C)n(C)n(-c4ccccc4)c3=O)c3nc4ccccc4nc32)c1
    -1	2	6	-6	-1	-2	-1.4	-2	4	1
2) CCOC(=O)c1c(-c2ccco2)csc1NC(=O)COC(=O)c1cnccn1
    7	2	25*	9	11	-11	0.6	6	-3	3
3) CC(/C=C1\SC(=S)N(NC(=O)c2ccccc2C)C1=O)=C\c1ccccc1
    12	1	-2	2	-4	-27	-0.4	1	4	-5
4) CC(C)C(NC(=O)CN(c1ccc2c(c1)OCCO2)S(=O)(=O)c1ccccc1)C(C)C
    9	4	1	-1	-2	-5	-0.4	-4	3	2
5) Cc1ccc(NC(=O)CN2CCC(NC(=O)C3CCCCC3)CC2)c(Br)c1
    -8	0	1	-1	-1	-6	-0.2	1	1	5
6) CCc1cc(C(=O)Cc2cnn(-c3ccccc3)c2)c(O)cc1O
    1	-7	1	5	4	-1	-11	7	1	1
7) CCOC(=O)C1=C(C)N(c2nonc2NC(C)=O)C(N)=C(C#N)C1c1ccccc1F (stereo not drawn)
    3	1	3	-3	-1	2	0.1	-2	1	-2
8) COc1ccc(/C=N/NC(=O)c2cccc(NC(=O)c3ccccc3Cl)c2)cc1
    -7	5	5	-3	-4	-31	-0.4	-12	-1	2
9) COc1ccc(NC(=O)CCCSc2ccccc2)cc1
    -7	-1	-4	-8	4	4	-0.4	-1	0	2
10) CCOC(=O)N1CCN(CC(=O)Nc2ccc(F)c(F)c2)CC1
    -12	1	-6	2	-4	4	0.3	-12	1	4
11) CCOC(=O)[C@H]1[C@H]2COc3ccc(C)cc3[C@@H]2N2C(=O)c3cc(Cl)ccc3NC(=O)[C@@]12C
    -3	-5	0	4	4	-14	0.1	-4	2	0
12) CCCCCCCCNC(=O)c1cnccn1
    4	0	0	1	1	5	0.9	1	0	0
13) CCCCC(=O)N1CCN(c2nc3ccc(Cl)cc3s2)CC1
    -2	2	-1	0	-3	-1	-0.5	-3	6	0
14) COC(=O)c1ccc(C(=O)OC)c(NC(=O)COC(=O)c2ccccc2OC)c1
    -5	-4	0	-1	2	-6	-0.4	-3	3	0
15) CC(C)N(C(=O)c1ccc(Cc2cn(C)c3ccccc23)nc1)C(C)C
    -7	-7	-5	-3	3	3	0.8	7	-1	0
16) COc1ccc(Cc2nnc(SCC(=O)N3CCCC3)o2)cc1
    12	-1	0	-4	3	-2	0.1	-4	6	1
17) CN(C)C1=NCCN1CC1CCCC1
    -8	-6	0	2	5	2	0.4	0	-8	-1
18) CC1CCC(C(C)C)C(OC(=O)COC(=O)c2cc(O)ccc2N)C1 (stereo not drawn)
    -9	-6	10	0	5	20*	-2.8	-9	-4	-4
19) CCc1nn(C(C)C(=O)NCCc2ccccc2)c(=O)c2cc3occc3n12 (stereo not drawn)
    -3	0	0	1	7	7	-0.4	0	4	-3
20) CCOc1cc(-c2cc(-c3ccc(OC)cc3)nc(N)c2C#N)ccc1O
    3	2	-2	-1	1	-14	-23	-3	5	-1
21) CC(=O)C1=C(O)C(=O)N(Cc2cccnc2)C1c1ccccc1Cl (stereo not drawn)
    -1	-6	0	-1	1	0	0.1	-5	-8	0
22) CSc1nn(CCc2ccncc2)c(=S)s1
    9	-1	0	-5	-8	2	0.1	-8	-5	-2
23) COc1ccc(-c2nc3n(c2Br)CCC3)cc1
    -4	0	5	1	3	4	0.7	0	0	2
24) Cc1cc(C)n(CC(=O)NC2CCCCC2)n1
    4	8	4	-2	-6	-1	-0.4	-3	8	5
25) CC(C)(C)c1ccc(/C=N/NC(=O)C(=O)NCCCN2CCOCC2)cc1
    2	-2	2	2	-5	-3	-0.6	3	0	3
26) CCCCCCn1c(=O)n2n(c1=O)C[C@]1(OC(=O)NC3CCCC3)CN(S(=O)(=O)c3ccc(C)cc3)C[C@]1(O)C2
    -4	10	5	3	-4	-3	0.6	-11	0	11
27) O=C(Cn1cc2c(n1)CCCCC2)Nc1ccccc1Br
    -2	-2	0	0	3	-10	0.5	4	4	1
28) COc1ccccc1CC(=O)Nc1cccc(C(=O)NN2C(=O)c3ccccc3C2=O)c1
    12	3	-1	0	9	4	0.9	-9	10	-1
29) Cc1ccsc1/C=N/Nc1ncc(Cl)cc1Cl
    -3	-3	2	0	-2	0	-0.2	-1	-9	-2
30) CC(=O)Nc1ccc(NC(=O)C(NS(=O)(=O)c2ccc3c(c2)OCCO3)C(C)C)cc1 (stereo not drawn)
    -7	2	5	-11	-5	-5	-0.7	-2	-3	-1
31) COc1cc(/C=C2/C(=O)NN(c3ccc(Cl)cc3)C2=O)ccc1OC(=O)c1ccco1
    -1	0	17	2	9	2	-0.1	6	7	6
32) CC1CCC(NC(=O)C2COc3ccccc3O2)CC1 (stereo not drawn)
    9	-2	2	-3	2	0	0.5	1	0	1
33) c1ccc(-c2nnc(N3CCCC3)nc2-c2ccccc2)cc1
    5	-5	-1	2	5	2	-0.6	-2	0	-2
34) CCOC(=O)N/N=C/C=C/c1ccccc1[N+](=O)[O-]
    -4	-2	-2	7	-5	10	-0.8	-3	-2	2
35) CCC(C)N(C(=O)c1csnn1)C(C(=O)NCc1ccc(F)cc1)c1ccccc1F (stereo not drawn)
    14	-6	-5	1	0	1	0.6	-3	5	-1
36) Cc1ccc(NC(=O)CCC(=O)N/N=C/C=C/c2ccccc2)cc1
    2	6	-3	-2	-5	-5	0.2	2	10	8
37) COc1ccc(C#Cc2cnc3c(c2)C(=O)N([C@H](C)CO)C[C@H](C)[C@@H](CN(C)C(=O)Nc2cccc(OC)c2)O3)cc1
    5	5	3	-6	0	2	0.5	5	6	19
38) Cc1cc(C)n(CC(O)Cn2c3ccc(Br)cc3c3cc(Br)ccc32)c(=O)n1 (stereo not drawn)
    -3	-2	2	-7	-2	-24	-0.2	0	1	1
39) O=C(Nc1nc2ccccc2n1CCOc1ccc(Cl)cc1)c1ccco1
    -20	-3	1	7	-4	-3	-0.9	3	-2	1
40) Nc1cc(=O)[nH]c(SCC(=O)NNC(=O)c2ccccc2)n1
    3	1	0	3	22*	-5	-0.6	4	-4	-2
41) O=C(Nc1ccc2c(c1)OCO2)c1cc(C2CCCCN2C(=O)c2ccc(Cl)cc2)on1 (stereo not drawn)
    -5	2	3	-4	-8	-7	-0.1	-6	-2	-1
42) O=C(NC1CCCC1)C(c1ccncc1)N(C(=O)c1csnn1)c1ccccc1F (stereo not drawn)
    6	3	-2	-2	0	-2	0.2	3	8	-3
43) CCC(CC)CN1CCN=C1Nc1ccccc1
    3	-4	1	0	2	2	0.2	1	2	1
44) Clc1cccc(CSc2nnc([C@@H]3CCCN3)o2)c1
    4	-3	1	0	4	-3	0.5	6	4	-1
45) CCOC(=O)C(CC)n1cnc2c(nnn2-c2ccc(F)cc2)c1=O (stereo not drawn)
    -1	8	3	0	-7	-7	-0.6	0	2	2
46) Cc1ccc(NC(=O)CN(C)C(=O)COC(=O)COc2cc(C)cc(C)c2)cc1
    6	3	4	-1	-8	-4	0.7	2	6	2
47) O=S(=O)(NC1CCCCC1)c1cccs1
    -11	-1	4	-1	-3	3	-0.6	-2	8	4
48) CCOC(=O)C1CCCN(c2c(NCCN3CCCCC3C)c(=O)c2=O)C1 (stereo not drawn)
    1	-4	0	2	11	2	1.1	-5	-1	0
49) O=S(=O)(NCc1ccccc1)c1ccc(S(=O)(=O)N2CCCCC2)cc1
    5	0	3	0	4	2	0.4	-9	-2	0
50) COc1cccc(C2CC(c3ccccc3)n3ncnc3N2)c1 (stereo not drawn)
    3	2	-2	2	-5	5	0.4	-3	2	0
51) CC1CCC2(CC1)NC(=O)N(CC(=O)Nc1cccc(S(=O)(=O)N3CCCCC3)c1)C2=O (stereo not drawn)
    2	0	-3	2	3	8	-0.3	0	6	-2
52) CCOC(=O)N1CCN(Cc2nc3cc(NC(=O)C(C)C)ccc3n2CC)CC1
    10	-3	-1	-3	-3	-6	0.3	3	4	-1
53) COc1ccc(C(=O)N/N=C/C(C)c2ccccc2)cc1OC (stereo not drawn)
    10	0	0	-1	-2	1	0.1	-7	9	3

Compound profiles, from the list above. Order of screens: TDP2 absorb | MBD2 DNA inh | PRMT1 FP inh | LEDGF integ inh | TCR CD3 inh | SIAE primary | proKLK7 act | DDE Tn6 FP inh | DDE Tn7 FP inh | UHRF1 binding
Record of `CCC(CC)CN1CCN=C1Nc1ccccc1` → 3 | -4 | 1 | 0 | 2 | 2 | 0.2 | 1 | 2 | 1
Record of `CCCCCCCCNC(=O)c1cnccn1` → 4 | 0 | 0 | 1 | 1 | 5 | 0.9 | 1 | 0 | 0

11 structures already listed, arranged by molar mass, low to high:
Fields – TDP2 absorb	MBD2 DNA inh	PRMT1 FP inh	LEDGF integ inh	TCR CD3 inh	SIAE primary	proKLK7 act	DDE Tn6 FP inh	DDE Tn7 FP inh	UHRF1 binding
12) CCCCCCCCNC(=O)c1cnccn1
    4	0	0	1	1	5	0.9	1	0	0
32) CC1CCC(NC(=O)C2COc3ccccc3O2)CC1 (stereo not drawn)
    9	-2	2	-3	2	0	0.5	1	0	1
9) COc1ccc(NC(=O)CCCSc2ccccc2)cc1
    -7	-1	-4	-8	4	4	-0.4	-1	0	2
21) CC(=O)C1=C(O)C(=O)N(Cc2cccnc2)C1c1ccccc1Cl (stereo not drawn)
    -1	-6	0	-1	1	0	0.1	-5	-8	0
15) CC(C)N(C(=O)c1ccc(Cc2cn(C)c3ccccc23)nc1)C(C)C
    -7	-7	-5	-3	3	3	0.8	7	-1	0
52) CCOC(=O)N1CCN(Cc2nc3cc(NC(=O)C(C)C)ccc3n2CC)CC1
    10	-3	-1	-3	-3	-6	0.3	3	4	-1
42) O=C(NC1CCCC1)C(c1ccncc1)N(C(=O)c1csnn1)c1ccccc1F (stereo not drawn)
    6	3	-2	-2	0	-2	0.2	3	8	-3
28) COc1ccccc1CC(=O)Nc1cccc(C(=O)NN2C(=O)c3ccccc3C2=O)c1
    12	3	-1	0	9	4	0.9	-9	10	-1
5) Cc1ccc(NC(=O)CN2CCC(NC(=O)C3CCCCC3)CC2)c(Br)c1
    -8	0	1	-1	-1	-6	-0.2	1	1	5
38) Cc1cc(C)n(CC(O)Cn2c3ccc(Br)cc3c3cc(Br)ccc32)c(=O)n1 (stereo not drawn)
    -3	-2	2	-7	-2	-24	-0.2	0	1	1
1) COc1cccc(-n2c(N)c(C(=O)Nc3c(C)n(C)n(-c4ccccc4)c3=O)c3nc4ccccc4nc32)c1
    -1	2	6	-6	-1	-2	-1.4	-2	4	1
